KCNQ1 pot: human KCNQ1 channel potentiation or activation. P51787. B-score at 10 µM. hit rate 0.35% among 310,000. CHO-K1 KCNQ1, thallium flux FluxOR fluorescence; stronger effect = higher value;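 active = fluorescence ratio B-score, a plate-corrected score, at least three library SD, with initial intensity B-score within 5 SD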
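assay system = KCNQ1-transfected CHO-K1 cells | medium = assay buffer with matched DMSO | probe or stimulus = depolarizing K+/Tl+ stimulus, K2SO4 and Tl2SO4 each 12.5 mM in 5x stock | dosing = single dose | incubation = dye 90 min, compound 20 min, room temperature | detection = kinetic FluxOR fluorescence, 10 s baseline plus 110 s post-stimulus | evaluation = ratio B score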
RGS4 act: RGS4 potentiation or activation | HEK293 M3R/inducible RGS4, carbachol calcium flux Fluo4; stronger effect = lower value | B-score at 10 µM | hit rate 0.92% among 310,000 | AID 463111;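 active = B-score of the integrated calcium signal more than 4 SD below the library mean, with starting fluorescence not abnormally high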;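 also: negative B-score means reduced calcium response which marks RGS4 activation or potentiation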
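Reagent: ECmax carbachol challenge; Test system: M3R-expressing HEK293 line, RGS4 induced by doxycycline; Schedule: overnight RGS4 induction, 30 min dye load 37 °C, 20 min compound RT; Detection: calcium dye Fluo4 fluorescence; Read-out: Agonist-evoked peak-minus-minimum fluorescence over baseline, integrated ratio, B score.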
KCNK9 inh: blocks the human KCNK9 two-pore domain potassium channel. Q9NPC2. HEK293 KCNK9, FluxOR thallium flux fluorescence; stronger effect = lower value. B-score at 10 µM. hit rate 1.2% among 310,000;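 active = ratio B-score over 3 SD below the library mean, with starting fluorescence within 5 SD of its mean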;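 also: negative B-score means less thallium flux so channel inhibition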
Dyrk1A ADPGlo: inhibitors of rat Dyrk1A kinase; Q63470; ADP-Glo luminescence, NFATc1 peptide; inhibition, % at 12.5 µM; hit rate 0.43% among 310,000; in the data active = inhibition above about 50%;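 also: plate controls were vehicle with enzyme for no effect and no enzyme for full effect; many of its hits are not listed in these tables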
KCNK3 block: human KCNK3 channel inhibition, primary screen; O14649; CHO-KCNK3 thallium flux, FluxOR fluorescence; stronger effect = lower value; B-score at 10 µM; hit rate 0.84% among 340,000; AID 602410;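 active = B-score under library mean minus 4 SD, starting fluorescence ratio at most library mean plus 5 SD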;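 also: more negative B-score means stronger inhibition of thallium flux through KCNK3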
GSK3B inh: inhibitors of human GSK3beta kinase; P49841; GST-GSK3beta kinase, ADP-Glo luminescence, 60 min; stronger effect = lower value; activity score (negative = inhibition), % at 10 µM; hit rate 0.038% among 300,000; AID 2097;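 active = more than half of replicate wells score below -50%, meaning over 50% inhibition versus plate controls; inconclusive = some replicates but at most half score below -50%; inactive = no replicate scores below -50%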;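 also: 0% = median DMSO wells and -100% = median GW8510 positive control wells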
Target sequence (P49841 whole entry, looked up): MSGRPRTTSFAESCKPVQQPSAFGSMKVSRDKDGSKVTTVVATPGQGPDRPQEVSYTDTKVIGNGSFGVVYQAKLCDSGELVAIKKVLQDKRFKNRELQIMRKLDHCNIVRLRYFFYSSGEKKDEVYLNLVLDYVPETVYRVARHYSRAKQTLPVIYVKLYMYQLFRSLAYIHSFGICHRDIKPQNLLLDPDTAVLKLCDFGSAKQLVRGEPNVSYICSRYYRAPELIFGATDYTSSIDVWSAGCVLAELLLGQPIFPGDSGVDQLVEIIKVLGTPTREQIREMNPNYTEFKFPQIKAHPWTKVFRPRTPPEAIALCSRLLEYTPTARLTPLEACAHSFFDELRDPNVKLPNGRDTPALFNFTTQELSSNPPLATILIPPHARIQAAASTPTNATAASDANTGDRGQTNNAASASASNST
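Test system – GST-tagged human GSK3beta kinase, cell-free · Incubation – 60 min enzyme reaction, room temperature · Signal – ADP-Glo luminescence · Also added – peptide substrate and ATP at 25 µM · Controls – DMSO neutral wells and GW8510 at 20 µM as positive · Buffer or medium – Tris/MgCl2 kinase buffer · Measure – Luminescence-derived activity versus plate DMSO and GW8510 wells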
HDAC3 inhib: human HDAC3 inhibition; recombinant HDAC3, fluorogenic peptide/trypsin coupled, fluorescence; inhibition, % at 8.3 µM; hit rate 0.15% among 320,000; AID 2718; in the data active = inhibition above about 26%, passing the limit was not always enough; inconclusive = no clear call, values can overlap the other calls
Target sequence (O15379 whole entry, looked up): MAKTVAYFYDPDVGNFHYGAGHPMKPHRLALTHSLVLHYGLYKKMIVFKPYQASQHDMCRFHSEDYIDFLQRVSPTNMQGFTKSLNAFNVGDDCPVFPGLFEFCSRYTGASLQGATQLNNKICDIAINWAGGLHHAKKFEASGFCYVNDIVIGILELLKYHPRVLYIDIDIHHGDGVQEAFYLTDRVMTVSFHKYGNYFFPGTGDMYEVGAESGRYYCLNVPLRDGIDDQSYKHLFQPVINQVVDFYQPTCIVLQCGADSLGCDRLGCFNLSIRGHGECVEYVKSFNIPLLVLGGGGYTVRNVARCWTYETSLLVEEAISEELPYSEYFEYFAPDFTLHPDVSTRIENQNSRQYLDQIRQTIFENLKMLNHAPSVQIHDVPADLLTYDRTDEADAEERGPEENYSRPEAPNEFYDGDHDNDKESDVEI
hERG protect: shields human hERG channel from block by proarrhythmic agents; hit rate 0.51% among 310,000; activation (rescue from dofetilide block), less the hit threshold, % at 10 µM; CHO-hERG, FluxOR thallium flux, dofetilide IC70 present;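 active = activation above the mean of controls blocked by dofetilide plus 5 SD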;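 also: thallium influx through hERG after potassium depolarization seen as dye fluorescence rise; in these data hits start at about 4.7%; inactives centre near -7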
KCNQ1 block: inhibitors of human KCNQ1 potassium channel; CHO-K1 KCNQ1, FluxOR thallium flux fluorescence; stronger effect = higher value; B-score at 10 µM; P51787; hit rate 1.3% among 310,000;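 active = compounds whose thallium flux B-score, printed positive for inhibition, exceeds three library SD while starting fluorescence stays within three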;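 also: channel opened by potassium depolarization with thallium stimulus after 20 min compound exposure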
GSK3 alpha inh: human GSK-3 alpha kinase inhibition; ADP-Glo luminescence, 60 min; inhibition, % at 10 µM; hit rate 0.1% among 320,000; P49840;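 in the data active = inhibition above about 50%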;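 also: GST-tagged GSK-3 alpha with peptide substrate and 25 µM ATP; 0% = DMSO neutral wells and 100% = GW8510 positive control wells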
PolyA inhibitor: blocks polyadenylation in yeast reporter cells; S. cerevisiae SKY197-pL101 polyadenylation reporter, beta-gal luminescence; efflux-impaired pdr1/pdr3 knockout yeast; score 100 = 6 SD above DMSO; calls only at 12 µM; hit rate 0.02% among 300,000;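 active = lowest replicate activity score at least 50, where 100 means six control SD above control mean; inconclusive = lowest score under 50 but half or more replicates reach 50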;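 also: yeast exposed to compound for 9 h at 30 °C; higher score means more reporter readthrough which indicates perturbed polyadenylation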
Starred values were filed as active, the others as inactive; i = inactive; ? = inconclusive; · = no result given. The list is partial. The share of hits here may be higher or lower than overall.

cpd	Compound	KCNQ1 pot	GSK3B inh	Dyrk1A ADPGlo	KCNK9 inh	hERG protect	KCNK3 block	KCNQ1 block	HDAC3 inhib	RGS4 act	GSK3 alpha inh	PolyA inhibitor
1	CC1CCCN(C(=O)C2CCN(CC3CC=CCC3)CC2)C1 (stereo unspecified)	i	2	4	i	2	i	i	2	i	-2	i
2	O=C(CSc1cn(Cc2ccccc2)c2ccccc12)NCc1ccc(F)cc1	i	-1	-3	i	-9	i	i	·	i	-2	i
3	C[n+]1cccc(C(=O)NNC(=O)C23CC4CC(CC(C4)C2)C3)c1	i	-2	-3	i	-7	i	i	12	i	-8	i
4	Cc1ccc2sc(N(CCCN(C)C)C(=O)c3ccc(S(=O)(=O)N4CCOCC4)cc3)nc2c1C	i	-5	10	i	-10	i	i	?	i	-4	i
5	O=C(NC1CCCCC1)c1cc(-c2cccs2)on1	i	3	-3	i	-5	i	i	-3	i	0	i
6	Cc1cc([N+](=O)[O-])nn1CC(=O)N1CCc2ccccc2C1	i	1	-2	i	-8	i	i	5	i	-3	i
7	CCc1ccc(NC(=O)CSc2nc3ccccc3c(=O)n2CCCC(=O)NCCCN2CCOCC2)cc1	i	0	·	i	-7	i	i	-6	i	0	i
8	Cc1cc(=O)oc2c(C(=O)/C=C\c3cccs3)c(O)ccc12	i	2	-2	i	-19	i	i	-10	i	-3	i
9	CN(C)S(=O)(=O)c1cccc(-c2nnc(SCc3ccc4c(c3)OCCO4)o2)c1	i	-6	4	i	-5	i	i	4	i	-3	i
10	CCN(CCO)C1CC(=O)N(c2ccccc2C)C1=O (stereo unspecified)	i	1	-4	i	-3	i	i	-3	i	1	i
11	CC(C)C(NC(=O)CN(c1ccc2c(c1)OCCO2)S(=O)(=O)c1ccccc1)C(C)C	i	1	9	i	-9	i	i	1	i	-4	i
12	CCCCn1nnnc1SCC(=O)c1ccccc1F	i	-2	-2	i	-12	i	i	19	i	-6	i
13	O=C(CSc1ccccc1)N1CCCC(N2CCN(c3ccccc3)CC2)C1 (stereo unspecified)	i	2	-2	i	-7	i	i	-4	i	0	i
14	O=C(O)c1cccc(NC(=O)c2ccc(COc3ccc(Cl)cc3)cc2)c1	i	-4	0	i	-8	i	i	2	i	6	i
15	COc1cccc(-c2cc(C(=O)N/N=C/c3cccc(OC)c3OC)c3ccccc3n2)c1	i	-3	6	i	-14	i	i	0	i	0	i
16	CCOC(=O)c1c(NC(=O)COc2ncnc3ccccc23)sc(C)c1C	i	-1	4	i	-3	i	i	-7	i	0	i
17	COc1ccc(-n2c(=S)[nH]c3cc(C(=O)Nc4cc(C(N)=O)ccc4OC)ccc3c2=O)c(OC)c1	i	-1	-3	i	-4	i	i	-5	i	-1	i
18	COC(=O)c1ccccc1NC(=O)N1CCN(C(=O)c2ccco2)CC1	i	2	1	i	-12	i	i	-5	i	0	i
19	c1ccc(C2Oc3ccccc3C3CC(c4cccs4)=NN32)cc1 (stereo unspecified)	i	-3	11	i	-4	i	i	6	i	-3	i
20	N#C/C(=C\c1ccco1)Sc1nc2ccccc2s1	i	0	14	i	-17	i	i	0	i	1	i
21	O=C(C1CCCN(S(=O)(=O)c2ccccc2)C1)N1CCN(c2ncccn2)CC1 (stereo unspecified)	i	-32	-2	i	-6	i	i	-15	i	-1	i
22	O=C(CNC(=O)/C(=C\c1ccc(Br)cc1)NC(=O)c1ccccc1)OCc1ccccc1	i	-1	2	i	1	i	i	1	i	-2	i
23	COc1cc2c(cc1OC)-c1cc(Nc3ccc(N(C)C)cc3)nc(=O)n1CC2	i	0	29	i	-8	i	i	-2	i	2	i
24	COc1cccc(-n2nnc3c(=O)n(CC(=O)NC4CCCC4)cnc32)c1	i	2	-7	i	-7	i	i	-2	i	4	i
25	CSc1nc2ccccc2n1C(=O)NC1CCCCC1	i	2	-6	i	-6	i	i	1	i	3	i
26	Cc1ccccc1NC(=O)CCN1CCN(C/C=C/c2ccccc2)CC1	i	3	1	i	-5	i	i	-9	i	-3	i
27	O=C(c1ccccn1)N1CCN(c2ccc(C(F)(F)F)cn2)CC1	i	0	7	i	-14	i	i	7	i	1	i
28	CCOC(=O)C1CCN(CC(=O)c2c(C)n(C)c3ccc(OC)cc23)CC1	i	4	9	i	-6	i	i	0	i	0	i
29	Cc1noc(C(=O)Nc2ccc(F)cc2F)c1Cl	i	-2	-1	i	-2	i	i	-1	i	-2	i
30	O=C(NCc1ccccn1)c1ccc2c(=O)n(CCc3ccccc3)c(=O)[nH]c2c1	i	2	7	i	-10	i	i	-2	i	0	i
31	O=C1CSC(c2ccccn2)N1c1cccc(Cl)c1 (stereo unspecified)	i	3	-2	i	-11	i	i	-1	i	1	i
32	Cc1nc2scc(C)n2c(=O)c1S(=O)(=O)N1CCN(c2ccc(F)cc2)CC1	i	2	-2	i	-12	i	i	-6	i	-1	i
33	O=C(/C=C/c1ccco1)NC(=S)NNC(=O)c1ccco1	i	0	7	i	-10	i	i	11	i	0	i
34	O=c1c2ccccc2oc2ccc(NCCCN3CCOCC3)cc12	i	2	5	i	-8	i	i	-4	i	3	i
35	CCOc1ccc(N(CC(=O)NCC2CCCO2)S(=O)(=O)c2ccc(SC)cc2)cc1 (stereo unspecified)	i	2	3	i	-7	i	i	-2	i	-2	i
36	Cc1cc(-c2nn(-c3ccccc3F)cc2CN2CCC(O)CC2)c(C)s1	i	-3	0	i	-10	i	i	-3	i	-4	i
37	COc1ccc(C(=O)N2CCN(C(C)=O)CC2)cc1S(=O)(=O)N1CCOCC1	i	0	-1	i	-4	i	i	1	i	-5	i
38	CC(=O)N=c1cccc(NC(C)=O)n1O	i	0	·	i	-1	i	i	·	i	-2	i
39	COc1cc(/C=C(/NC(=O)c2ccccc2)C(=O)Nc2ccccc2)c([N+](=O)[O-])cc1OC	i	2	4	i	-8	i	i	2	i	-1	i
40	Cc1sc2ncn(CC(=O)N3CCN(c4ccccn4)CC3)c(=O)c2c1S(=O)(=O)N1CCC(C)CC1	i	·	0	i	-9	i	i	-15	i	0	i
41	c1ccn2c(Cc3nnc4ccccn34)nnc2c1	i	2	-2	i	-1	i	i	-6	i	1	i
42	CS(=O)(=O)c1ccc(Cl)c(NC(=O)CSc2nc3ccccc3c(=O)n2CCCN2CCOCC2)c1	i	-5	1	i	-7	i	i	-5	i	-3	i
43	Cc1cc(SCC(=O)c2ccccc2)n2ncc(-c3ccccc3)c2n1	i	5	1	i	-10	i	i	-3	i	-1	i
44	Cc1ccc(N2CC(C(=O)N3CCc4ccccc43)CC2=O)cc1 (stereo unspecified)	i	0	12	i	-5	i	i	-1	i	-1	i
45	CCCn1c(N2CCN(Cc3ccc(Cl)cc3)CC2)nc2ccccc21	i	-1	-3	i	-19	i	i	9	i	-1	i
46	O=C(Oc1cccc2ccccc12)c1ccco1	i	1	3	i	-5	i	i	8	i	-2	i
47	CCn1c(SCc2nc3ccccc3s2)nnc1-c1ccccc1	i	1	1	i	-8	i	i	7	i	-3	i
48	O=c1oc2ccccc2nc1/C=C(O)/C=C/c1ccc(F)cc1	i	2	-2	i	-9	i	i	5	i	-4	i
49	NC(=O)c1cc[n+](CC(=O)c2ccc(NC(=O)c3ccccc3)cc2)cc1	i	-3	6	i	-11	i	i	3	i	·	i
50	CC1CCc2nn(CC(=O)NC3CCCC(C)C3C)cc2C1 (stereo unspecified)	i	-1	-2	i	-8	i	i	0	i	·	i
51	Cc1cc(C)cc(SCc2noc(C(=O)NC(C)C)c2C(=O)O)c1	i	2	5	i	-5	i	i	4	i	-3	i
52	CC(C)CC(NC(=O)c1ccco1)C(=O)Nc1ccc2c(c1)OCCO2 (stereo unspecified)	i	-3	12	i	-5	i	i	9	i	·	·
53	COC(=O)[C@]1(S(=O)(=O)c2ccccc2)C[C@@H]2ON=C(c3ccc(OC)cc3)[C@@H]2C1	i	3	·	i	-6	i	i	0	i	1	i
54	CN1C(=O)C(O)(c2nnc(-c3ccccc3)o2)c2ccccc21 (stereo unspecified)	i	-2	5	i	-12	i	i	-16	i	-2	i
55	CC(C)CNC(=S)NNC(=O)c1csc2c1CCC(C)C2 (stereo unspecified)	i	2	-10	i	-8	i	i	0	i	-5	i
56	CCC(=O)Nc1ccc(NC(=O)CSc2nnc(C(C)C)n2C)cc1	i	-1	3	i	-3	i	i	?	i	1	i

(further entries)
cpd	Compound	KCNQ1 pot	GSK3B inh	Dyrk1A ADPGlo	KCNK9 inh	hERG protect	KCNK3 block	KCNQ1 block	HDAC3 inhib	RGS4 act	GSK3 alpha inh	PolyA inhibitor
57	COc1ccc(CCNc2c3ccccc3nc3ccccc23)cc1OC	i	0	20	i	-12	i	i	-16	i	0	i
58	CC(C)(C)C(=O)Nc1nnc(CSCc2ccccc2F)s1	i	-2	·	i	-8	i	i	6	i	-1	i
59	Cc1cc(-c2ccc(Br)cc2)n[nH]1	i	1	8	i	-3	i	i	0	i	0	i
60	Cc1nc(SCC(=O)c2cccc([N+](=O)[O-])c2)n[nH]1	i	3	0	i	-3	i	i	-1	i	1	i
